From PubChem
Platelet DG rel = platelet dense granule release activity; 300,000 compounds, 0.22% hits; human platelet-rich plasma, SFLLRN dense granule ATP release, luminescence; AID 1663; inhibition, %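 (compounds screened at 7.5 µM in platelet-rich plasma)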;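 active = mean replicate score, as percent of positive control, at or above 50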
TRPC4 inh = TRPC4 (mouse) channel inhibition | B-score at 10 µM | 300,000 compounds, 0.39% hits | HEK293 TRPC4beta/mu-opioid, DAMGO-evoked Fluo4 calcium flux; hits give low values | AID 2247;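 active = B-score over 3 SD under the library average, no early fluorescence shift, positive overall ratio signal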
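material = TRPC4beta/mu-opioid receptor HEK293 cell line | probe or stimulus = sequential submaximal and maximal DAMGO stimulation | compound dosing = one concentration per compound | measured by = Fluo4 Ca2+ flux fluorescence | evaluation = integrated fluorescence ratio relative to baseline, converted to per-well B score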
RGS4 inh = inhibitors of human RGS4 | B-score at 10 µM | 310,000 compounds, 0.45% hits | AID 463165 | HEK293 M3R/RGS4 inducible, Fluo-4 calcium flux; hits give high values; triggered by carbachol at its EC20 | P49798;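 active = B-score, a plate-corrected calcium signal, over three deviations above library mean, with baseline fluorescence within five deviations of library mean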;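 also: RGS4 expression induced by doxycycline in cells with stable M3 receptor; B-score is computed from the integrated fluorescence ratio over baseline after carbachol; higher B-score means a larger calcium signal and so more RGS4 inhibition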
Target sequence (P49798 whole entry, looked up): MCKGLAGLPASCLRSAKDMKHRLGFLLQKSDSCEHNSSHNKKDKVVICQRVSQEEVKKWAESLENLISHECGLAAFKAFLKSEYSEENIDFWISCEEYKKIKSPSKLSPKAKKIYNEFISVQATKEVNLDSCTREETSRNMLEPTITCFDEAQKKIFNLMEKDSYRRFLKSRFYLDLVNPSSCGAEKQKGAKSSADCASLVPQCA
MrgX1 antagonist = human MrgX1 receptor antagonism, primary screen. Q96LB2. MRGX1-HEK293 calcium flux, Fluo-4, BAM8-22 antagonism; hits give low values. B-score at 10 µM. 310,000 compounds, 1.3% hits. AID 588676;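 active = calcium-response B-score plate-corrected more than 3 library SD below zero, starting fluorescence within 5 deviations, no agonist response on first addition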;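 also: peak minus trough fluorescence over baseline after final BAM8-22 challenge near maximal dose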
Target sequence (Q96LB2 whole entry, looked up): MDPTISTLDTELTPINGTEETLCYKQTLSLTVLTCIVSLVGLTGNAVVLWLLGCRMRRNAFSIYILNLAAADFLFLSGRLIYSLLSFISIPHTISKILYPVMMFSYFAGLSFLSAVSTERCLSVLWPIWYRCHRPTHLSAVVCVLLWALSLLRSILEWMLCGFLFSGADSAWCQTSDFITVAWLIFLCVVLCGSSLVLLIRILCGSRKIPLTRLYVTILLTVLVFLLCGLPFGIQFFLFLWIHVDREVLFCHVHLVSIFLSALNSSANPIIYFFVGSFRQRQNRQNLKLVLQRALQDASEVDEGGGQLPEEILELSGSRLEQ
TRPC6 inhibitor = inhibitors of mouse TRPC6 channel; HEK293-TRPC6, membrane potential dye, ACh-evoked depolarization; hits give low values; B-score at 10 µM; 310,000 compounds, 1.1% hits; Q61143;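 active = B-score under library mean minus 3 SD, initial fluorescence not abnormally high, positive integrated signal ratio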;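 also: B-score derived from integrated fluorescence ratio over the kinetic read; more negative B-score means stronger inhibition of depolarization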
RGS4 act = RGS4 potentiation or activation | HEK293 M3R/inducible RGS4, carbachol calcium flux Fluo4; hits give low values | B-score at 10 µM | 310,000 compounds, 0.92% hits;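 active = B-score of the integrated calcium signal more than 4 SD below the library mean, with starting fluorescence not abnormally high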;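 also: negative B-score means reduced calcium response which marks RGS4 activation or potentiation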
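Assay system: Inducible-RGS4 HEK293 cells carrying M3 receptor | Schedule: Compound preincubation 20 min at room temperature before agonist | Signal: Kinetic calcium fluorescence imaging with Fluo4-AM dye, 2 µM | Read-out basis: B score from integrated fluorescence ratio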
MrgX1 allo act = allosterically activates human MrgX1 receptor signaling; Q96LB2; MrgX1-HEK293, Fluo-4 calcium flux, FDSS; hits give high values; B-score at 10 µM; 310,000 compounds, 0.63% hits; AID 588675;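 active = plate-corrected calcium response at least 3 library SD above typical, normal starting fluorescence, not activating the receptor alone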;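 also: compound read alongside a low EC10 to EC30 dose of BAM8-22 agonist; peak minus trough fluorescence over baseline measured at the second addition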
SKKanGAS inh = SKKanGAS growth inhibition. S. pyogenes SKKanGAS, kanamycin growth, BacTiter-Glo, 6 h. inhibition, % at 7.5 µM. 300,000 compounds, 1.3% hits. AID 1662;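 active = mean replicate score, as percent of positive control median, at least 50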;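 also: strain carries kanamycin resistance gene driven by streptokinase promoter and grows in 40 µg/ml kanamycin; loss of luminescence reflects streptokinase promoter inhibition or plain growth inhibition; 0% = median of DMSO wells and 100% = positive control at its reference dose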
TRPC6 act = mouse TRPC6 channel activation | Q61143 | HEK293-TRPC6 membrane potential dye fluorescence; hits give high values | B-score at 10 µM | 310,000 compounds, 0.13% hits;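 active = B-score of the integrated fluorescence ratio above library mean plus 3 SD, and starting fluorescence ratio within library mean plus 5 SD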;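 also: higher score means more depolarization so channel activation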
HIF activator = HIF pathway transcriptional activation; AID 1910; 300,000 compounds, 0.32% hits; activation, % at 7.5 µM (by protocol); U2OS HRE-luciferase reporter, luminescence; normalized: DMSO 0%, desferrioxamine 100%;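 active = mean activation of at least 10% of the iron chelator positive control signal, with at least half of replicates also reaching 10%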
MrgX1 agonist = agonists of human MrgX1 receptor | MrgX1-HEK293 cells, Fluo-4 calcium fluorescence, agonist mode; hits give high values | B-score at 10 µM | 310,000 compounds, 0.44% hits;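 active = calcium response B-score plate-corrected fluorescence ratio at least 3 library SD, with starting fluorescence B-score inside 5 SD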
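Material – MrgX1-expressing HEK293 cells · Input – 15,000 cells seeded per well · Dosing – compound as first of three additions · Times – overnight seeding, then 1 h dark dye loading · Measured by – kinetic Fluo-4 NW fluorescence of intracellular calcium · Read-out – B-scored fluorescence response ratio · Benchmarks – positive and negative control wells on each plate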
Active calls of the source: *.

Cc1onc(C(=O)N2CCN(Cc3ccccc3)CC2)c1[N+](=O)[O-] was read as Platelet DG rel -12, TRPC4 inh inactive, RGS4 inh inactive, MrgX1 antagonist inactive, TRPC6 inhibitor inactive, RGS4 act inactive, MrgX1 allo act inactive, SKKanGAS inh 7, TRPC6 act inactive, HIF activator -0.3 and MrgX1 agonist inactive.
`COc1c2c(nc3occc13)C(CC=C(C)C)(OC)C(=O)C=C2` (centres undefined) gave Platelet DG rel 4, TRPC4 inh inactive, RGS4 inh inactive, MrgX1 antagonist inactive, TRPC6 inhibitor inactive, RGS4 act inactive, MrgX1 allo act 12*, SKKanGAS inh -5, TRPC6 act inactive, HIF activator 0.4 and MrgX1 agonist inactive.
`CN(C(=O)Cn1cccc1C1=NC(c2ccccc2)CO1)c1ccccc1` (centres undefined) gave Platelet DG rel -8, TRPC4 inh inactive, RGS4 inh inactive, MrgX1 antagonist inactive, TRPC6 inhibitor inactive, RGS4 act inactive, MrgX1 allo act inactive, SKKanGAS inh -2, TRPC6 act inactive, HIF activator -0.3 and MrgX1 agonist inactive.
For O=c1n(Cc2ccc(F)cc2)nc2n1-c1ccccc1SC2 the results were Platelet DG rel -10, TRPC4 inh inactive, RGS4 inh inactive, MrgX1 antagonist inactive, TRPC6 inhibitor inactive, RGS4 act inactive, MrgX1 allo act inactive, SKKanGAS inh -3, TRPC6 act inactive, HIF activator 0.3 and MrgX1 agonist inactive.
`COc1ccc(CNC(=O)CCSCc2cccc(Cl)c2)c(OC)c1` gave Platelet DG rel 1, TRPC4 inh inactive, RGS4 inh inactive, MrgX1 antagonist inactive, TRPC6 inhibitor inactive, RGS4 act inactive, MrgX1 allo act inactive, SKKanGAS inh -9, TRPC6 act inactive, HIF activator 0.0 and MrgX1 agonist inactive.
COc1ccc(Br)c(OC)c1C(=O)NC(=O)Nc1c(F)cccc1F was read as Platelet DG rel -1, TRPC4 inh inactive, RGS4 inh inactive, MrgX1 antagonist inactive, TRPC6 inhibitor inactive, RGS4 act inactive, MrgX1 allo act inactive, SKKanGAS inh 0, TRPC6 act inactive, HIF activator 0.7 and MrgX1 agonist inactive.
`COc1ccc2nc3c(cc2c1)c(NC(=O)C1CCCO1)nn3CC(C)C` (centres undefined) gave Platelet DG rel 1, TRPC4 inh inactive, RGS4 inh inactive, MrgX1 antagonist inactive, TRPC6 inhibitor inactive, RGS4 act inactive, MrgX1 allo act inactive, SKKanGAS inh 3, TRPC6 act inactive, HIF activator 0.3 and MrgX1 agonist inactive.
`CC12CCC(=O)N1C(C(=O)Nc1ccc(S(=O)(=O)N3CCCCC3)cc1)CS2` (centres undefined) gave Platelet DG rel 10, TRPC4 inh inactive, RGS4 inh inactive, MrgX1 antagonist inactive, TRPC6 inhibitor inactive, RGS4 act inactive, MrgX1 allo act inactive, SKKanGAS inh 5, TRPC6 act inactive, HIF activator -0.6 and MrgX1 agonist inactive.
For COc1ccc(C2(CCN=Cc3ccc(N(C)C)cc3)CCOC(C)(C)C2)cc1 (centres undefined) the results were Platelet DG rel 9, TRPC4 inh inactive, RGS4 inh inactive, MrgX1 antagonist inactive, TRPC6 inhibitor inactive, RGS4 act inactive, MrgX1 allo act inactive, SKKanGAS inh -15, TRPC6 act inactive, HIF activator -0.4 and MrgX1 agonist inactive.
CN(CC(=O)Nc1ccccc1Br)C(=O)c1cccn1C was read as Platelet DG rel -1, TRPC4 inh inactive, RGS4 inh inactive, MrgX1 antagonist inactive, TRPC6 inhibitor inactive, RGS4 act inactive, MrgX1 allo act inactive, SKKanGAS inh 11, TRPC6 act inactive, HIF activator 0.0 and MrgX1 agonist inactive.
`Cc1ccc(NC(=O)C2CCCN(S(=O)(=O)c3cccnc3)C2)cc1C` (centres undefined) gave Platelet DG rel -20, TRPC4 inh inactive, RGS4 inh inactive, MrgX1 antagonist inactive, TRPC6 inhibitor inactive, RGS4 act inactive, MrgX1 allo act inactive, SKKanGAS inh -10, TRPC6 act inactive, HIF activator -0.1 and MrgX1 agonist inactive.
CCC(C)(C)NC(=O)C(c1ccc(OC)cc1)N(C(=O)CCC(=O)Nc1cc(C)on1)c1ccc(F)cc1 (centres undefined) was read as Platelet DG rel -1, TRPC4 inh inactive, RGS4 inh inactive, MrgX1 antagonist inactive, TRPC6 inhibitor inactive, RGS4 act inactive, MrgX1 allo act inactive, SKKanGAS inh 8, TRPC6 act inactive, HIF activator 0.2 and MrgX1 agonist inactive.
Screening O=C(NCC(=O)N(c1cccc(F)c1)C(C(=O)NC1CCCC1)c1ccncc1)c1cccs1 (centres undefined) returned Platelet DG rel 15, TRPC4 inh inactive, RGS4 inh inactive, MrgX1 antagonist inactive, TRPC6 inhibitor inactive, RGS4 act inactive, MrgX1 allo act inactive, SKKanGAS inh 5, TRPC6 act inactive, HIF activator 0.9 and MrgX1 agonist inactive.
`O=C(Oc1ccc(C(=S)N2CCOCC2)cc1Cl)c1ccccc1F` gave Platelet DG rel 10, TRPC4 inh inactive, RGS4 inh inactive, MrgX1 antagonist inactive, TRPC6 inhibitor inactive, RGS4 act inactive, MrgX1 allo act inactive, SKKanGAS inh 6, TRPC6 act inactive, HIF activator 1.2 and MrgX1 agonist inactive.
COc1cccc(-c2csc(N3CCN(C(=S)Nc4cccc(Cl)c4)CC3)n2)c1 was read as Platelet DG rel -19, TRPC4 inh inactive, RGS4 inh inactive, MrgX1 antagonist inactive, TRPC6 inhibitor inactive, RGS4 act inactive, MrgX1 allo act inactive, SKKanGAS inh 26, TRPC6 act inactive and MrgX1 agonist inactive.
COc1ccc(F)cc1S(=O)(=O)N1CC(C)CC(C)C1 (centres undefined) was read as Platelet DG rel -8, TRPC4 inh inactive, RGS4 inh inactive, MrgX1 antagonist inactive, TRPC6 inhibitor inactive, RGS4 act inactive, MrgX1 allo act inactive, SKKanGAS inh 0, TRPC6 act inactive, HIF activator 0.4 and MrgX1 agonist inactive.
Screening COc1ccccc1C(=O)NCCC(=O)NC1CCCC(C)C1C (centres undefined) returned Platelet DG rel -1, TRPC4 inh inactive, RGS4 inh inactive, MrgX1 antagonist inactive, TRPC6 inhibitor inactive, RGS4 act inactive, MrgX1 allo act inactive, SKKanGAS inh -2, TRPC6 act inactive, HIF activator -0.1 and MrgX1 agonist inactive.
`CCOC(=O)C(C#N)(Cc1cc(OC)cc(OC)c1)Cc1cc(OC)cc(OC)c1` gave Platelet DG rel -1, TRPC4 inh inactive, RGS4 inh inactive, MrgX1 antagonist inactive, TRPC6 inhibitor inactive, RGS4 act inactive, MrgX1 allo act inactive, SKKanGAS inh -3, TRPC6 act inactive, HIF activator 0.0 and MrgX1 agonist inactive.
For O=C(CNC(=O)c1ccc(Br)o1)NNC(=O)c1ccccc1O the results were Platelet DG rel -1, TRPC4 inh inactive, RGS4 inh inactive, MrgX1 antagonist inactive, TRPC6 inhibitor inactive, RGS4 act inactive, MrgX1 allo act inactive, SKKanGAS inh -2, TRPC6 act inactive, HIF activator -0.3 and MrgX1 agonist inactive.
CCCC(C)NC(=O)CN1C(=O)c2cccc3cccc1c23 (centres undefined) was read as Platelet DG rel -8, TRPC4 inh inactive, RGS4 inh inactive, MrgX1 antagonist inactive, TRPC6 inhibitor inactive, RGS4 act inactive, MrgX1 allo act inactive, SKKanGAS inh 4, TRPC6 act inactive, HIF activator 2.0 and MrgX1 agonist inactive.
For O=C(Nc1c(-c2ccccc2)nc2ccccn12)c1cccs1 the results were Platelet DG rel -2, TRPC4 inh inactive, RGS4 inh inactive, MrgX1 antagonist inactive, TRPC6 inhibitor inactive, RGS4 act inactive, MrgX1 allo act inactive, SKKanGAS inh 2, TRPC6 act inactive, HIF activator 0.1 and MrgX1 agonist inactive.
Screening CN(CCOc1ccccc1)c1ccc(S(=O)(=O)N2CCCCC2)cn1 returned Platelet DG rel 1, TRPC4 inh inactive, RGS4 inh inactive, MrgX1 antagonist inactive, TRPC6 inhibitor inactive, RGS4 act inactive, MrgX1 allo act inactive, SKKanGAS inh -1, TRPC6 act inactive, HIF activator -0.8 and MrgX1 agonist inactive.
For CCC(CC)C(=O)Nc1cc([N+](=O)[O-])ccc1Cl the results were Platelet DG rel -10, TRPC4 inh inactive, RGS4 inh inactive, MrgX1 antagonist inactive, TRPC6 inhibitor inactive, RGS4 act inactive, MrgX1 allo act inactive, SKKanGAS inh 2, TRPC6 act inactive, HIF activator -0.5 and MrgX1 agonist inactive.
CCCCC(=O)NNC(=S)NC(=O)c1ccc([N+](=O)[O-])cc1 was read as Platelet DG rel -9, TRPC4 inh inactive, RGS4 inh inactive, MrgX1 antagonist inactive, TRPC6 inhibitor inactive, RGS4 act inactive, MrgX1 allo act inactive, SKKanGAS inh 4, TRPC6 act inactive, HIF activator -0.1 and MrgX1 agonist inactive.
C=CCCC(=O)N1CCC(n2nccc2NC(=O)c2ccccc2C)CC1 was read as Platelet DG rel -8, TRPC4 inh inactive, RGS4 inh inactive, MrgX1 antagonist inactive, TRPC6 inhibitor inactive, RGS4 act inactive, MrgX1 allo act inactive, SKKanGAS inh -2, TRPC6 act inactive, HIF activator -0.6 and MrgX1 agonist inactive.
Cc1ccc2c(CN3CCOCC3)cc(=O)oc2c1 was read as Platelet DG rel -13, TRPC4 inh inactive, RGS4 inh inactive, MrgX1 antagonist inactive, TRPC6 inhibitor inactive, RGS4 act inactive, MrgX1 allo act inactive, SKKanGAS inh -10, TRPC6 act inactive, HIF activator 3.4 and MrgX1 agonist inactive.
Screening O=C(NCc1nnc2n1CCCCC2)c1ccc(Cl)cc1Cl returned Platelet DG rel 31, TRPC4 inh inactive, RGS4 inh inactive, MrgX1 antagonist inactive, TRPC6 inhibitor inactive, RGS4 act inactive, MrgX1 allo act inactive, SKKanGAS inh -5, TRPC6 act inactive, HIF activator 0.0 and MrgX1 agonist inactive.
CCOc1ccc(N2CC(C(=O)NC3CCCC3)CC2=O)cc1 (centres undefined) was read as Platelet DG rel 1, TRPC4 inh inactive, RGS4 inh inactive, MrgX1 antagonist inactive, TRPC6 inhibitor inactive, RGS4 act inactive, MrgX1 allo act inactive, SKKanGAS inh -8, TRPC6 act inactive, HIF activator 1.1 and MrgX1 agonist inactive.
